# Source: PubChem BioAssay
# FLuc inhib CS: firefly luciferase enzyme inhibitors, primary screen, artefact control for luciferase-based inhibitor screens, biochemical, luminescence, ATPLite; Luciferin 4-monooxygenase (Photinus pyralis), P08659; AID 1006, 2008; inhibition, % at 10 µM; 10 min; actives 1.5% (n = 200,000);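 active = inhibition above about 50% when tested at 10 µM, limit read from the data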
# Target sequence (P08659 whole entry, looked up): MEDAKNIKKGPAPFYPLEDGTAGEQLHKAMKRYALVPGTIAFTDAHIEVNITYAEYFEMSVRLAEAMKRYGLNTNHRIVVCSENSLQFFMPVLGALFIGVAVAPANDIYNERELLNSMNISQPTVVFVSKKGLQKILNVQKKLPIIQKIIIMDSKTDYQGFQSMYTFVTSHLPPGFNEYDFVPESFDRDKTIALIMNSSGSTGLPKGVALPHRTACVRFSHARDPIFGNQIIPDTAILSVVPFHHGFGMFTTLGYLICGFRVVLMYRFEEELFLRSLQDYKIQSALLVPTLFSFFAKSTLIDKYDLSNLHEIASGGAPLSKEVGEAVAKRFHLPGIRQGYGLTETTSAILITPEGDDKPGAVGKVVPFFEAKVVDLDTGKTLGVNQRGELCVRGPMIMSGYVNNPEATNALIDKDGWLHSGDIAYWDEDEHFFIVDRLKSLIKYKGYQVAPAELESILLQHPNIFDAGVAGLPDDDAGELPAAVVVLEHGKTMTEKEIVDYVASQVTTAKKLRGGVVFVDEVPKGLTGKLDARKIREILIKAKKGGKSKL
# FLuc act counter: FLuc activators, initial screening, artefact control for FLuc-dependent activation tests, biochemical, ATPlite luminescence; Luciferin 4-monooxygenase (Photinus pyralis), P08659; ATPlite luciferase biochemical, 10 min; 0 = ATP-free wells, 1 = DMSO control; activation factor at 10 µM; 200,000 tested, under 10 active; AID 1027, 2008;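 active = luciferase activation factor, scaled between plate controls, of at least 2 with compound at 10 µM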
#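 System: Luciferase/luciferin detection reagent, cell-free biochemical luciferase assay | Medium: PBS buffer for ATP | Dosing: Test compounds dosed from 2 mM stocks in 100% DMSO | Timing: 10 min at ambient temperature | Signal: Luminescence measurement of luciferase light output | Evaluation: Luciferase activation, seen as luminescence increase over controls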
# bIAP inh: bovine intestinal alkaline phosphatase inhibitors, primary screen, selectivity assay for TNAP inhibitor project, biochemical, bovine IAP, CDP-star luminescence | 190,000 tested, under 10 active | purified bovine IAP, 30 min | alkaline phosphatase, intestinal [Bos taurus] | inhibition, % at 20 µM;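 active = over 50% inhibition of intestinal alkaline phosphatase at 20 µM in the single-dose screen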
#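 System: purified bovine intestinal alkaline phosphatase (IAP) enzyme; Input: IAP diluted 1/65,000,000 in the well; Measured by: CDP-star luminescence signal; Compound dosing: 20 µM single dose; Incubation: 30 min reaction at room temperature.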
# TNAP inh noacc: human TNAP enzyme inhibitors, primary screen, biochemical, luminescent, no phosphate acceptor, uHTS | Alkaline phosphatase, tissue-nonspecific isozyme (Homo sapiens), P05186 | purified TNAP, CDP-star luminescence, 30 min | inhibition, % at 20 µM | actives 0.26% (n = 200,000) | AID 1012, 2008;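 active = tissue-nonspecific alkaline phosphatase inhibition above about 50% at 20 µM in the single-dose screen, limit read from the data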;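 also: 0% = DMSO negative control and 100% = EDTA positive control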
# Target sequence (P05186 whole entry, looked up): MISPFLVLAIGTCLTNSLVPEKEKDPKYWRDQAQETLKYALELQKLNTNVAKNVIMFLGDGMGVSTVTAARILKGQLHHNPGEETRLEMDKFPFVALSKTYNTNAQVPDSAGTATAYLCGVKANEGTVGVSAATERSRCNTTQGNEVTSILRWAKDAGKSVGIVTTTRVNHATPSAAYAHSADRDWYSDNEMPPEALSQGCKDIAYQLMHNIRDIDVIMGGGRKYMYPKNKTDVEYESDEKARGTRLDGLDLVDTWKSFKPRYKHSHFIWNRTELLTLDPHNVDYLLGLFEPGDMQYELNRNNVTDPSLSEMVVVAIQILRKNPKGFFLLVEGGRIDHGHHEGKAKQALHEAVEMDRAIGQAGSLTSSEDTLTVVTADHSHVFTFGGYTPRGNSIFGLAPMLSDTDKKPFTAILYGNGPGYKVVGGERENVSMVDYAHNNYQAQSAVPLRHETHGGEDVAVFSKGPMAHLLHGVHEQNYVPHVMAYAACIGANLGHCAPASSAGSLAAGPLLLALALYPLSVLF
# RAM network inh: inhibitors of the yeast RAM network, primary screen, dse1pr::URA3 reporter, 5-FOA selection | actives 1.8% (n = 190,000) | S. cerevisiae dse1pr::URA3 reporter, 5-FOA growth OD615, 2 d; analog-sensitive cbk1-as2 kinase mutant strain | inhibition, % at 50 µM;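 active = inhibition above a set limit, 3 SD over mean compound inhibition, cut at about 8.4% in these data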;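 also: 0% = DMSO-only wells with no growth and 100% = 10 µM 1-NA-PP1 full growth; inhibition rescues growth on 5-FOA so higher OD means more RAM inhibition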
# L major viab: Leishmania major promastigote growth inhibition, primary screen | Leishmania major promastigotes, resazurin fluorescence viability | inhibition, % at 10 µM | actives 9% (n = 200,000); in the data active = inhibition above about 50%;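 also: promastigotes grown with compound for 44 hours at 28 °C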
# TNAP inh hi DEA: human TNAP enzyme inhibitors, primary screen, biochemical, luminescent, high phosphate acceptor level, uHTS; Alkaline phosphatase, tissue-nonspecific isozyme (Homo sapiens), P05186; AID 1135, 2008; actives 0.03% (n = 200,000); purified TNAP, CDP-star luminescence, 1 M DEA; inhibition, % at 20 µM;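 active = over 50% inhibition of tissue-nonspecific alkaline phosphatase at 20 µM in the single-dose screen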;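 also: plate controls were DMSO wells for no effect and EDTA-quenched wells as full inhibition for full effect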
# APP 5UTR inh: inhibitors of APP translation via 5'UTR reporter, primary screen, APP 5'UTR luciferase, SH-SY5Y cells; SH-SY5Y APP 5'UTR-luciferase reporter, luminescence; inhibition, % at 2 µM; actives 0.82% (n = 190,000); AID 1285, 2008;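 active = inhibition above a set limit, derived from the sample mean plus 3 SD, cut at about 45% in these data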; also: values of inactives mirror those of a sister screen read the other way
# bIAP act: bovine intestinal alkaline phosphatase activators, primary screen, biochemical, bovine IAP, CDP-star luminescence; alkaline phosphatase, intestinal [Bos taurus]; purified bovine IAP, 30 min; hits give high values; fold of DMSO-control signal, blank-subtracted; activation factor at 20 µM; actives 0.17% (n = 200,000);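 active = activation factor of 2 or more at 20 µM, a signal rise over negative controls twice the positive control's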
# TNAP act hiacc: TNAP activators at high phosphate acceptor level, primary screen, biochemical, luminescence, uHTS; Alkaline phosphatase, tissue-nonspecific isozyme (Homo sapiens), P05186; purified TNAP, CDP-star luminescence, 1 M DEA, 30 min; hits give high values; 0 = EDTA background, 1 = DMSO-only activity; activation factor at 20 µM; 200,000 tested, under 10 active;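 active = activation factor at least 2 at 20 µM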
#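 Dosing: 20 µM single point. System: human TNAP. Amount: TNAP 1/800 final. Incubation: 30 min, room temperature. Read-out: TNAP activation factor scaled between EDTA and DMSO control wells. Signal: luminescence from CDP-star hydrolysis. Medium: 1 M DEA, pH 9.8, Mg2+, Zn2+. Control set: EDTA negative control, DMSO positive control.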
# Numbers without * were called inactive.
SMILES,FLuc inhib CS,FLuc act counter,bIAP inh,TNAP inh noacc,RAM network inh,L major viab,TNAP inh hi DEA,APP 5UTR inh,bIAP act,TNAP act hiacc
Cc1ccc(CN2CCC(c3cc(-c4cccs4)n[nH]3)CC2)cc1,-6,1.1,-12,20,-0.6,94*,-2,2,1.1,1
CCN(CC(O)COCc1ccc(Cl)cc1)C1CCCCC1 (stereo not given),-4,1,0,-13,0.5,68*,-1,15,1,1
C=CCNCCCOc1ccc(Cl)cc1Br,-1,1,11,-7,0.6,78*,1,-25,0.9,1
CC1CCCC(C(=O)O)N1C(=O)CCSSCCC(=O)N1C(C)CCCC1C(=O)O (stereo not given),-4,1,-4,-14,0.1,-4,-8,-3,1,1.1
Brc1ccccc1-c1nnc(CSc2nncn2-c2ccccc2)o1,-4,1,-8,-10,2.2,98*,-5,-3,1.1,1.1
COc1cc(Br)cc2cc(C(=O)N3CCCCC3C)c(=O)oc12 (stereo not given),-5,1.1,5,-8,1.0,-7,2,-6,1,1
O=c1c(-c2ccc(Cl)cc2)coc2c(CN3CCOCC3)c(O)ccc12,-8,1.1,2,-7,2.6,59*,-6,5,1,1.1
Cc1nc(C(=O)Nc2cccc(Cl)c2Cl)nn1-c1cc(OC(C)C)c(Cl)cc1Cl,-2,1,1,-1,5.0,-6,0,6,1,1
Cc1c2cnn(-c3ccccc3)c(=O)c2c(C)n1CCCC(=O)N1CCN(C)CC1,-7,1.1,-3,15,1.2,-3,-2,9,1,1
O=C(O)c1ccc(CS(=O)(=O)Cc2ccccc2F)o1,-5,1.1,4,-7,0.5,-3,-3,9,1,1
CC1=CC(C)=Nc2ccccc2N1,6,0.9,10,-3,0.8,-2,1,-20,0.9,1
COc1ccc(Cl)cc1NC(=S)NNC(=O)c1cccnc1,-6,1.1,-30,-127,3.5,-3,-5,4,1.3,1.1
Cc1ccc2nc(N(CCCN(C)C)C(=O)c3cc4ccccc4oc3=O)sc2c1,-6,1.1,3,-8,-0.4,67*,-7,10,1,1.1
CCn1nc(NC(=O)c2ccco2)c2cc3ccccc3nc21,-4,1,-4,-12,1.1,24,-3,14,1,1
CC1=C(C(N)=O)C(c2ccccc2)n2nc(-c3cccc(C)c3)nc2N1 (stereo not given),-3,1,-2,-12,1.2,-1,-5,-11,1,1.1
COc1ccc(OCC(=O)N2c3ccc(C)cc3C3CN(C)CCC32)cc1 (stereo not given),-2,1,1,-5,0.9,2,-2,15,1,1
CCN(CC)c1nc(N)c2c(N)n(-c3ccccc3C)c(=S)c(C#N)c2c1C#N,-1,1,-8,-6,0.1,-3,-3,-9,1.1,1
Cn1c(=O)c2cn(-c3ccc4c(c3)OCCO4)cc2n(C)c1=O,7,0.9,2,-13,2.5,2,-5,1,1,1
CNC(=O)NC(=O)CSc1nnc(-c2ccc(F)cc2)n1CC1CCCO1 (stereo not given),-2,1,21,-14,-0.9,-2,-3,-56,0.8,1
CCCCCCCCCCCCCCCC[n+]1ccc(/C=N/O)cc1,-1,1,-15,19,1.6,100*,6,22,1.1,0.9
CCOc1cc(CNc2ccc(CNc3ncn[nH]3)cc2)ccc1OCc1ccccc1,0,1,-1,-82,12*,21,-1,12,1,1
CCOC(=O)C1CCN(C(=O)COc2ccc(Cl)cc2Cl)CC1,-22,1.2,3,-3,-0.6,0,-2,-6,1,1
C=CCOc1ccc(Br)cc1CNCCO,2,1,-10,-2,2.9,9,-3,2,1.1,1
Cc1cccc(N2CCN(C(=O)Cn3c(=O)[nH]c4ccsc4c3=O)CC2C)c1 (stereo not given),-7,1.1,4,-9,3.2,-2,-3,-15,1,1
O=C1c2oc3ccc(F)cc3c(=O)c2C(c2ccccc2)N1CC1CCCO1 (stereo not given),-4,1,-3,-8,3.3,0,-6,-5,1,1.1

# Complete entries as entered above. Values in the order: FLuc inhib CS, FLuc act counter, bIAP inh, TNAP inh noacc, RAM network inh, L major viab, TNAP inh hi DEA, APP 5UTR inh, bIAP act, TNAP act hiacc
# `Brc1ccccc1-c1nnc(CSc2nncn2-c2ccccc2)o1` in the list: -4, 1, -8, -10, 2.2, 98*, -5, -3, 1.1, 1.1
# `CC1=CC(C)=Nc2ccccc2N1` in the list: 6, 0.9, 10, -3, 0.8, -2, 1, -20, 0.9, 1

# Grouped by structure: those above containing a furan ring, fused or not
SMILES,FLuc inhib CS,FLuc act counter,bIAP inh,TNAP inh noacc,RAM network inh,L major viab,TNAP inh hi DEA,APP 5UTR inh,bIAP act,TNAP act hiacc
O=C(O)c1ccc(CS(=O)(=O)Cc2ccccc2F)o1,-5,1.1,4,-7,0.5,-3,-3,9,1,1
CCn1nc(NC(=O)c2ccco2)c2cc3ccccc3nc21,-4,1,-4,-12,1.1,24,-3,14,1,1

# Seven compounds picked at random from the list so far:
SMILES,FLuc inhib CS,FLuc act counter,bIAP inh,TNAP inh noacc,RAM network inh,L major viab,TNAP inh hi DEA,APP 5UTR inh,bIAP act,TNAP act hiacc
CCN(CC)c1nc(N)c2c(N)n(-c3ccccc3C)c(=S)c(C#N)c2c1C#N,-1,1,-8,-6,0.1,-3,-3,-9,1.1,1
CC1=C(C(N)=O)C(c2ccccc2)n2nc(-c3cccc(C)c3)nc2N1 (stereo not given),-3,1,-2,-12,1.2,-1,-5,-11,1,1.1
COc1ccc(OCC(=O)N2c3ccc(C)cc3C3CN(C)CCC32)cc1 (stereo not given),-2,1,1,-5,0.9,2,-2,15,1,1
CC1=CC(C)=Nc2ccccc2N1,6,0.9,10,-3,0.8,-2,1,-20,0.9,1
Cc1c2cnn(-c3ccccc3)c(=O)c2c(C)n1CCCC(=O)N1CCN(C)CC1,-7,1.1,-3,15,1.2,-3,-2,9,1,1
Cc1nc(C(=O)Nc2cccc(Cl)c2Cl)nn1-c1cc(OC(C)C)c(Cl)cc1Cl,-2,1,1,-1,5.0,-6,0,6,1,1
CC1CCCC(C(=O)O)N1C(=O)CCSSCCC(=O)N1C(C)CCCC1C(=O)O (stereo not given),-4,1,-4,-14,0.1,-4,-8,-3,1,1.1

# Going on with the list.
SMILES,FLuc inhib CS,FLuc act counter,bIAP inh,TNAP inh noacc,RAM network inh,L major viab,TNAP inh hi DEA,APP 5UTR inh,bIAP act,TNAP act hiacc
CCOC(=O)c1ccccc1NC(=O)c1c(O)c2ccccc2n(CC)c1=O,-2,1,0,-5,11*,-4,-2,-2,1,1
CCc1ccc(-c2nn(-c3ccccc3)cc2C2SCC(=O)N2Cc2ccco2)cc1 (stereo not given),-4,1,6,-5,6.1,98*,-8,-18,0.9,1.1
Cc1[nH]n(-c2ccccc2)c(=O)c1C=NC1CCCCCC1,5,1,-11,-13,-0.9,-8,-6,6,1.1,1.1
CCC(Sc1nc(N)cc(N)n1)C(=O)O (stereo not given),-5,1,1,-10,0.8,-1,-3,3,1,1
CC(/C=N/n1cnnc1)=C\c1ccccc1,-4,1,-8,-9,0.8,1,-6,-13,1.1,1.1
C=CCSc1nnc(NC(=O)CSc2nnc(C)s2)s1,0,1,11,-12,3.1,-3,-5,-6,0.9,1
Brc1ccccc1OCCCCCN1CCOCC1,8,0.9,-21,-1,-0.5,93*,-6,10,1.2,1.1
CCOC(=O)C1=C(C)Nc2ccccc2N=C1NC(=O)c1ccc(Cl)c(S(=O)(=O)N2CCCC2)c1,3,1,-25,-11,8.7*,-13,-2,-17,1.2,1
O=C(NC(NC(=S)Nc1ccc(Cl)c(Cl)c1)C(Cl)(Cl)Cl)c1ccco1 (stereo not given),-4,1,12,14,5.1,11,4,-1,0.9,1
O=C1c2cccc3c(N4CCCCC4)ccc(c23)C(=O)N1c1ccc(O)cc1,6,0.9,-10,-8,7.7,39,18,-34,1.1,0.8
Cc1ccc(S(=O)(=O)NCCC(=O)Nc2nnc(C)s2)cc1,-4,1,-1,-8,1.2,-6,0,-10,1,1
CC(CCCC(C)(C)O)CC1C2=C(CCCC2=O)OC2=C1C(=O)CCC2 (stereo not given),1,1,-7,-1,1.8,-4,2,-7,1.1,1
COc1ccc(C(=O)Nn2c(C)ccc2C)cc1OC,-7,1.1,3,-16,0.7,-7,-2,-9,1,1
COCCNC(=O)c1ccc(NS(=O)(=O)c2cc(C)ccc2C)cc1,-4,1,4,-7,1.3,-5,-1,22,1,1
Cc1nn(C)c(C)c1/C=N/NC(=O)C(C)(C)Oc1ccc(Cl)cc1,-6,1.1,5,-10,-0.1,-6,-4,-6,0.9,1
COc1ccc(CNc2nc(SC)n[nH]2)cc1OC,-7,1.1,-3,-1,2.1,1,-7,-5,1,1.1
O=C(NCCNc1ccc([N+](=O)[O-])cc1)c1cccc(Br)c1,-1,1,3,-2,2.0,-5,8,-6,1,0.9
O=C(CSc1nc2ccccc2s1)NNC(=O)Nc1ccc(Cl)c(Cl)c1,-5,1.1,8,-29,6.0,-7,-3,-12,0.9,1
Cc1cc(C)c2c(N)c(S(=O)c3ccc(C(C)(C)C)cc3)sc2n1 (stereo not given),-3,1,-3,-6,-0.8,34,-4,-7,1,1
Cc1ccc(-c2nnc(N(C)C(=O)c3cccnc3)s2)cn1,-1,1,4,-5,1.6,-3,-3,-7,1,1
CC(C)OCCCNC(=O)c1cc2c(s1)CS(=O)(=O)C2,-4,1,4,-18,-0.5,-5,-6,7,1,1.1
CCOc1cc(CO)cc(Br)c1OCC(=O)Nc1ccccc1C,-8,1.1,8,-8,1.3,6,-5,1,0.9,1.1
NS(=O)(=O)c1ccc(N/N=C/c2ccccc2C(=O)O)c([N+](=O)[O-])c1,-2,1,6,12,3.4,-13,24,-6,0.9,0.8
COC(=O)c1ccccc1NC(=O)C1CCN(C(=O)c2cc(OC)c(OC)c(OC)c2)CC1,-6,1.1,1,-17,1.6,0,-9,4,1,1.1
Cc1c(NC(=O)CSc2nc3ccccc3s2)c(=O)n(-c2ccccc2)n1C,-2,1,5,-4,-0.1,-6,-1,-6,1,1
COc1ccc(CCn2c(Br)nc3c2c(=O)[nH]c(=O)n3C)cc1,5,0.9,4,-2,4.1,91*,3,-17,1,1
